From PubChem
FLuc counter – qHTS profiling assay for firefly luciferase inhibitor/activator using purifed enzyme and Km concentrations of substrates (counterscreen for miR-21 project); purified FLuc, Km substrates, luminescence inhibition; Potency, µM (titrated, usually from 57.5 µM), for the others: at the highest dose activity change, negative = inhibition, most hits filed as inhibitors; 360,000 tested, 6.9% active; AID 588342, 2011;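 also: potency is read from the fitted curve at half-maximal effect; plate controls were vehicle for no effect and reference inhibitor for full effect; nearly all actives have a fitted effect of over 55% in size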
Target sequence (P08659 whole entry, looked up): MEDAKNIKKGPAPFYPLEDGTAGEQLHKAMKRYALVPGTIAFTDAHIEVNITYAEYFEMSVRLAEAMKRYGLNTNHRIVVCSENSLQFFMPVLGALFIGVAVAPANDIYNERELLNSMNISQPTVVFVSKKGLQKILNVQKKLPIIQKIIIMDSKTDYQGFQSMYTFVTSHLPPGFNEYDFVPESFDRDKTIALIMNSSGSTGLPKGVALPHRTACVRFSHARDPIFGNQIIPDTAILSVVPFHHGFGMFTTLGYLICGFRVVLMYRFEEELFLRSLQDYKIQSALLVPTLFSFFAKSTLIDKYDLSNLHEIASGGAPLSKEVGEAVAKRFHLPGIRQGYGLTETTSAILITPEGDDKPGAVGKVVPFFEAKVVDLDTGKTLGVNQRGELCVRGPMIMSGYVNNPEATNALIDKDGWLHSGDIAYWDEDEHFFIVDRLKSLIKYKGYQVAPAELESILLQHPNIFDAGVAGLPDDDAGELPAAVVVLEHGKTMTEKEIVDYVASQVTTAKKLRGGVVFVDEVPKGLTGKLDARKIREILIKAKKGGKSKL
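Purified P. pyralis luciferase, 10 nM final, with Km-level 10 uM D-luciferin and 10 uM ATP in 50 mM Tris acetate pH 7.5, 10 mM Mg acetate, 0.01% Tween-20, 0.05% BSA; 6-point qHTS titration about 60 µM downward; luminescence read.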
Giardia killer – Small Molecules that selectively kill Giardia lamblia: qHTS; Giardia lamblia trophozoite viability; activity change, % at 7.66 µM, hits read low; 340,000 tested, 0.15% active; AID 540267, 2011; in the data active = activity change below about -80%; inconclusive = between about -30% and that limit;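 also: parasites exposed to compound for two days anaerobically before the ATP read; % is scaled to controls: 0 for no effect and ±100 for the full control effect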
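Viability, read as ATP luminescence: trophozoites at 100 cells/well, compound added, 48 hrs anaerobic at 37 deg C, then 15-30 min room-temperature development before reading.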
Coupling enz – qHTS Assay for Inhibitors of Fructose-1,6-bisphosphate Aldolase from Giardia Lamblia: Coupling assay counterscreen | coupling enzyme system counterscreen, AmpLite Red fluorescence | activity change, negative = inhibition, % at 58.2 µM, hits read low | 290,000 tested, 0.67% active | AID 2472, 2010; in the data active = activity change below about -30%; also: % is scaled to controls: 0 for no effect and ±100 for the full control effect
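Final compound at 57.5 uM, incubated 10 min at RT with coupling enzyme reagent (glyceraldehyde-3-phosphate), then 20 min with substrate and AmpLite Red detection. Fluorescence read at 525/598 nm; tests interference with the coupling assay, not aldolase inhibition.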
RORgamma inh – qHTS for inhibitors of ROR gamma transcriptional activity; AID 2551, 2010; Potency, µM (highest dose often 53.6 µM), for the others: at the top dose activity change, negative = inhibition, usual class: inhibitors; Nuclear receptor ROR-gamma (Mus musculus), P51450; 310,000 tested, 5.4% active; Drosophila S2 Gal4-RORgamma UAS-luciferase reporter, 20 h; also: potency is read from the fitted curve at half-maximal effect; % is scaled to controls: 0 for no effect and ±100 for the full control effect; nearly all actives have a fitted effect of over 60% in size
Target sequence (P51450 whole entry, looked up, the tested form may be a part): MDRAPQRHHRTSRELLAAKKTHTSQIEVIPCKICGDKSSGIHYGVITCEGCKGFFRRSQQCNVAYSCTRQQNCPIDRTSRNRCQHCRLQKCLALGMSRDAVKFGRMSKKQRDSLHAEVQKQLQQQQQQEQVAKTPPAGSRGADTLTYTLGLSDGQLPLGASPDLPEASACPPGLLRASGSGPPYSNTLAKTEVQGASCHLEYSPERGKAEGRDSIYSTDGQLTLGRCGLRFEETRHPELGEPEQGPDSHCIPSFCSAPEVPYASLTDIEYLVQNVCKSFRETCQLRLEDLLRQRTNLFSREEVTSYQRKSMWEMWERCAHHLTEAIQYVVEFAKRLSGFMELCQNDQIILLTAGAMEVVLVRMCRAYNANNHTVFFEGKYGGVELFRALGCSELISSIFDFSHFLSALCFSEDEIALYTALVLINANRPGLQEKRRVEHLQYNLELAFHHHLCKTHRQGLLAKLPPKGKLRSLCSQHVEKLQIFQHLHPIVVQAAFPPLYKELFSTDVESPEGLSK
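In this cell-based reporter format, copper sulfate (700 uM final) drives Gal4–ROR gamma fusion expression from a metallothionein promoter in Drosophila Schneider cells; compounds preincubated 1 hr, reporter read after 20 hr at ambient temperature.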
uPA generation – qHTS for Inhibitors of Cell Surface uPA Generation; Potency, µM (top dose mostly 38.3 µM), for inactives: at the highest dose activity change, negative = inhibition, actives largely listed as inhibitors; 330,000 tested, 0.31% active; cell surface uPA generation assay, qHTS; AID 540303, 2011; active = well fitted inhibition curve with a large enough effect; inconclusive = small, poorly fitted or top-dose-only effect; inactive = no such curve, though single readings can be large or run the other way; tested in mouse RAW 264.7 cells; also: potency is read from the fitted curve at half-maximal effect; % is scaled to controls: 0 for no effect and ±100 for the full control effect; nearly all actives have a fitted effect of over 55% in size
NPC1 promoter act – qHTS Assay for NPC1 Promoter Activators | Huh7 NPC1 promoter luciferase reporter, 24 h | Potency, µM (series often up to 9.22 µM), for inactives: top-dose activation, most hits filed as activators | 320,000 tested, 2.4% active | AID 485313, 2010;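 also: potency is read from the fitted curve at half-maximal effect; % of control where 0% means no effect; nearly all actives have a fitted effect of over 60% in size; reporter is driven by a mutant NPC1 promoter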
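Luminescence read-out of NPC1 promoter-driven luciferase in stably transfected Huh7 cells; compounds delivered in DMSO and left 24 h at 37C, 5% CO2, qHTS titration format.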
ELG1 genotoxic – qHTS screen for small molecules that induce genotoxicity in human embryonic kidney (HEK293T) cells expressing luciferase-tagged ELG1; 330,000 tested, 1.3% active; AID 504466, 2011; Potency, µM (highest dose often 46 µM), for the others: at the top dose activity change, positive = activation, actives largely listed as activators; HEK293T ELG1-luciferase reporter, luminescence, 16 h; also: potency is read from the fitted curve at half-maximal effect; % of control where 0% means no effect; nearly all actives have a fitted effect of over 60% in size
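Genotoxicity was scored as increased ELG1-luciferase reporter signal, measured by ONE-Glo luminescence (30 min, room temperature). Compound or vehicle exposure of the HEK293T reporter cells lasted 16 hr at 37°C.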
VP16 counter – VP16 counterscreen qHTS for inhibitors of ROR gamma transcriptional activity; 310,000 tested, 3.5% active; AID 2546, 2010; Drosophila S2 Gal4-VP16 UAS-luciferase, luminescence, 20 h; Potency, µM (series often up to 53.6 µM), without a hit: top-dose activity, negative = inhibition, usual class: inhibitors;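 also: Gal4-VP16 expression switched on by copper sulfate through the metallothionein promoter; potency is read from the fitted curve at half-maximal effect; % is scaled to controls: 0 for no effect and ±100 for the full control effect; nearly all actives have a fitted effect of over 50% in size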
Tb PFK inh – qHTS Assay to Find Inhibitors of T. brucei phosphofructokinase; T. brucei PFK, ADP-Glo luminescence; Potency, µM (titrated, usually from 57.5 µM), inactives show at the highest dose activity, negative = inhibition, actives largely listed as inhibitors; 330,000 tested, 0.17% active; AID 485367, 2010;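 also: potency is read from the fitted curve at half-maximal effect; 0% = uninhibited 1x PFK enzyme wells and -100% = no-enzyme wells; nearly all actives have a fitted effect of over 60% in size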
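Activity is normalized to no-enzyme wells (full inhibition) and 1.25 nM enzyme wells (no inhibition). Reaction: 0.5 mM F6P, 0.1 mM ATP, 45 min RT, ADP-Glo luminescence; concentration-response curves fitted and classed by quality.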
KCNH2 3.1 block – qHTS for Inhibitors of KCHN2 3.1: Mutant qHTS; Potassium voltage-gated channel subfamily H member 2, brain isoform KCNH2 3.1 (human); U2OS KCNH2 3.1, thallium flux FluxOr; hits give low values; activity change, % (tested at about 1.8 µM); 340,000 tested, 0.95% active;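 active = maximum activity change below -70%; inconclusive = maximum activity change from -70% to -50%; inactive = maximum activity change above -50%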;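 also: thallium influx rate constant from kinetic fluorescence after stimulation buffer; % is scaled to controls: 0 for no effect and ±100 for the full control effect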
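Virally transduced U2OS (3.1 isoform, 4 h infection in dark at RT) → overnight 37 C → FluxOr + Red40 in HBSS/HEPES, 45 min → stimulation buffer, 2 min kinetic read → rate constant vs DMSO controls.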
Rab9 prom act – qHTS Assay for Rab9 Promoter Activators; AID 485297, 2010; 320,000 tested, 2.8% active; Huh7 Rab9 promoter-luciferase reporter, luminescence, 24 h; Potency, µM (highest dose often 9.22 µM), inactives show top-dose activation, negative = inhibition, hits mostly activators; also: potency is read from the fitted curve at half-maximal effect; % of control where 0% means no effect; nearly all actives have a fitted effect of over 60% in size
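Steps: seed 1500 Huh7 Rab9-luc cells per well, rest 2 h at 37 °C; add compound in DMSO; incubate 24 h; add luciferase reagent, 10 min ambient; read luminescence.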
* hit, by the source's call; u = inconclusive; x = no result given; [ ] = dose if it differs, or a comment. Unless noted, calls follow the shape of the dose curve; as a rule, active = well fitted curve in the direction sought with a large enough effect; inconclusive = small, poorly fitted or top-dose-only effect, or another doubt; inactive = no such curve, though single readings can be large; an effect the other way counts as inactive or inconclusive.

SMILES	FLuc counter	Giardia killer	Coupling enz	RORgamma inh	uPA generation	NPC1 promoter act	ELG1 genotoxic	VP16 counter	Tb PFK inh	KCNH2 3.1 block	Rab9 prom act
COc1ccccc1/C=C/C(=O)Nc1ccc(S(=O)(=O)Nc2cc(C)on2)cc1	24µM*	-15	x	26%	4%	-1%	14%	-8%	0%	2	3%
O=c1oc2cc(OCc3ccc([N+](=O)[O-])cc3)ccc2c2c1CCCC2	-3%	-12	1	30%	2%	17%	3%	1%	0%	-4	30%
COC(=O)c1c(NC(=O)Cc2ccccc2)sc2c1CCN(C(C)C)C2	4%	-8	0	4%	2%	-2%	0%	3%	1%	-14	-3%
C/C(=N\O)c1c(C)c2ccccc2n1C	3%	1	1	-19%[10 µM]	7%	6%	10%	1%	0%	-9	-6%
O=C(CCSc1nnc2ccccn12)Nc1ccc(F)cc1	3%	13	0	4%	14%	0%	7%	1%	4%	-20	0%
CCN(CC)Cc1c(C(=O)OC(C)C)nnn1-c1nonc1N	8%	-21	2	0%	2%	-6%	-2%	-8%	-2%	0	0%
CC(=O)NC(CCS(C)(=O)=O)C(=O)Nc1ccccc1 (stereo not given)	0%	15	0	-3%	5%	-2%	-16%	-16%	-4%	8	-2%
COC(=O)N/N=C/c1cn(CCOc2ccc(OC)cc2)c2ccccc12	u	-10	-2	35%	-2%	1%	-10%	6%	13%	-14	-14%
COc1cc(C2OC(=O)c3ccccc3S2)cc(OC)c1OC (stereo not given)	-1%	-14	9	20%	-1%	-3%	1%	1%	0%	14	-3%
CCOC(=O)c1sc(=S)n(C)c1NC(=O)c1ccccc1Cl	1%	-5	9	10%	-2%	-6%	-5%	2%	-4%	-7	-8%
COc1ccc(C2=NN(C(=O)c3ccco3)C(c3cc4ccccc4nc3Cl)C2)cc1 (stereo not given)	u	-9	4	-12%	9%	-4%	1%	14%	0%	10	-1%
O=C(NC1CCCC1)C(c1ccsc1)N(C(=O)Cc1cccs1)c1ccc(F)cc1 (stereo not given)	-1%	2	-1	-6%	5%	-1%	-3%	-2%	1%	-76*	-3%
COc1ccc(N(CC(=O)Nc2ccc(C(C)C)cc2)S(=O)(=O)c2c(C)noc2C)cc1	0%	14	x	-21%	-3%	-7%	-6%	-21%	2%	1	4%
CN(C)S(=O)(=O)c1cccc(NC(=O)COc2cccc3ccccc23)c1	-1%	-7	x	x	1%	-3%	-2%	x	-9%	-9	-4%
COC(=O)c1cc2c([nH]c3ccccc32)c(C)n1	-17%	x	1	3%	x	0%	5%	-9%	-1%	x	-1%
Brc1ccc(-c2ccccc2)cc1	-2%	-2	x	-11%	9%	8%	2%	-8%	0%	8	-9%
O=c1cc(CS(=O)(=O)c2ccccc2)nc(-c2ccncc2)[nH]1	-6%	-8	1	-12%	-1%	-3%	0%	-2%	-4%	-10	-2%
COc1ccc(CCN2C(=O)CS/C2=N\NC(=O)c2cccs2)cc1OC	-9%	-21	0	-7%	-16%	1%	-1%	9%	-1%	-4	-8%
C=CCn1c(=N)n(CC(=O)c2ccc(Br)cc2)c2ccccc21	0%	44[activator]	-1	u	-5%	19%	-9%	-19%	5%	-14	-1%
O=C(NC(=S)Nc1cccc2c(O)cccc12)c1ccco1	21µM*	4	-4	-2%	6%	9%	0%	-10%	-19%	-1	17%
COc1ccc(N2CC(C(=O)N(C)CC(=O)Nc3ccc(Cl)c(C(F)(F)F)c3)CC2=O)c(OC)c1 (stereo not given)	6%	u	x	x	-2%	1%	-4%	x	1%	-8	-6%
Cc1cccc(NC(=O)CSc2nc(C)nc3c2c(=O)n(C)c(=O)n3C)c1	8%	u	3	9%	10%	-1%	16%	0%	1%	6	-7%
O=C(Nc1cccc(-n2cccn2)c1)C1CCCN(Cc2ccccc2F)C1 (stereo not given)	-2%	8	x	u	-15%	-1%	-7%	0%	-11%	-12	3%
CCOC(=O)c1nnn(-c2nonc2N)c1-c1ccc(OC)cc1	0%	11	-7	-10%	7%	0%	-1%	2%	0%	-14	-3%
COC(=O)C1=C(C)N(C)C(=O)NC1c1ccc(O)c(Cl)c1 (stereo not given)	3%	14	5	u	9%	-2%	-1%	1%	0%	-3	-10%
Other entries.
SMILES	FLuc counter	Giardia killer	Coupling enz	RORgamma inh	uPA generation	NPC1 promoter act	ELG1 genotoxic	VP16 counter	Tb PFK inh	KCNH2 3.1 block	Rab9 prom act
Cc1cc(-n2nc(C)cc2C)nc(NS(=O)(=O)c2ccccc2)n1	0%	31[activator]	-2	-3%	-3%	0%	8%	0%	0%	x	5%
CC(C)CCNC(=O)C(c1ccncc1)N(CC1CCCO1)C(=O)Cn1nnc(-c2ccc(F)cc2)n1 (stereo not given)	0%	-4	-1	15%	1%	-3%	-7%	7%	-5%	0	3%
CN(C)C(CN1C(=O)C2CC=CCC2C1=O)c1cn(C)c2ccccc12 (stereo not given)	-1%	7	-5	-38%	0%	2%	-1%	-2%	0%	-12	-8%
COc1ccc2oc(-c3cccc(NC(=O)CSc4ccc(Cl)cc4)c3)nc2c1	u	5	0	u	-10%	u	16%	u	-6%	-41	3.5µM*
CN(C)CCNC(=O)c1cccc(S(=O)(=O)Nc2ccc(F)cc2)c1	-2%	17	1	-27%	6%	-1%	-2%	-1%	0%	-18	9%
CC(C)(C)C(=O)N(CCN(C(=O)C(C)(C)C)c1ccccc1)c1ccccc1	1%	3	1	-7%	x	0%	-10%	17%	-2%	14	0%
Cc1[nH]c2ccccc2c1C(Nc1nccs1)c1ccncc1 (stereo not given)	4%	-6	-1	40%	-1%	-5%	1%	12%	0%	-5	-3%
COc1cccc(C2C(C(=O)c3ccc(C)o3)=C(O)C(=O)N2CCN2CCOCC2)c1 (stereo not given)	-2%	7	x	-12%	-3%	1%	-8%	8%	0%	-15	10%
COc1ccc(CC(=O)Nc2ccc(S(=O)(=O)NCC3CCCO3)cc2)cc1 (stereo not given)	4%	2	0	3%	1%	2%	u	-8%[0.365 µM]	-3%	u	-7%
Cn1cc(CCC(=O)NC2CC(C)(C)Cc3c2cnn3-c2ccc(F)cc2)cn1 (stereo not given)	4%	6	1	x	-8%	7%	8%	x	1%	0	5%
COc1ccc(C(=O)NCCONC(=O)c2ccc(OC)cc2)cc1	-3%	-5	x	29%	-1%	-2%	3%	-6%	0%	3	-1%
O=C(NCCCN1CCCC1=O)Nc1ccccc1F	-10%	-14	0	21%	-18%	2%	14%	-18%	-4%	13	5%
CC(=O)c1ccc(NCCC(=O)c2ccccc2)cc1	-1%	2	5	10%	-2%	u	u	-25%	-2%	-6	u
COc1cccc(C(=O)OCC(=O)NC(=O)NC2CCCC2)c1O	0%	1	0	-23%	-9%	0%	1%	6%	-2%	-7	-4%
CC1=CCC2C(=O)N(c3cc(C)on3)C(=O)C2C1 (stereo not given)	4%	15	3	-1%	7%	0%	3%	3%	1%	16	0%
CCOC(=O)CNC(=O)c1sc(NC(=O)c2ccccc2)nc1C	u	-14	-1	23%	-1%	9%	14%	27%	1%	2	18%
Cc1c(NC(=O)COC(=O)c2cc(-c3ccc(-c4ccccc4)cc3)nc3ccccc23)c(=O)n(-c2ccccc2)n1C	0.85µM*	u	-2	-11%	-12%	0.63µM*	u	-26%	1%	2	2.5µM*
CC(C)(C)NC(=O)CSc1nnc(-c2ccco2)n1Cc1ccco1	3%	-9	0	-5%	5%	-1%	3%	7%	7%	1	2%
COc1ccccc1NC(=O)CCC(=O)Nc1nnc(C(F)(F)F)s1	-2%	-2	2	0%	x	1%	2%	0%	-1%	17	-1%
COc1cc(NC(=O)CSc2nnc(C)s2)cc(OC)c1	3%	-9	0	7%	4%	1%	0%	6%	-5%	-18	-4%
O=C(CCNC(=O)c1ccco1)Nc1ccc(F)c(Cl)c1	0%	18	2	-2%	5%	-2%	3%	7%	-14%	-30	1%
CCC(=O)Nc1ccc2c(c1)C(=O)N(C1CCCCC1)C2=O	-5%	-5	0	u	-10%	-7%	4%	2%	-3%	1	0%
CN1CCN(c2ccc(NC(=O)c3ccc4c(c3)OCCO4)cc2)CC1	6µM*	-11	-1	-38%	-9%	2.2µM*	4.6µM*	-17%	7%	21	3.2µM*
